Source: PubChem BioAssay (National Center for Advancing Translational Sciences (NCATS))
WRN helicase inh = blocks human WRN helicase; WRN helicase unwinding, fluorescent forked duplex, kinetic; Potency, µM (series often up to 114 µM), without a hit: at the top dose activity change, negative = inhibition, most hits filed as inhibitors; 0.46% of 360,000 active; AID 651768; further: potency means the concentration at half of the fitted maximal effect; on the % scale 0 is the no-effect control and ±100 the full control effect; nearly all actives have a fitted effect of over 55% in size
Target sequence (Q14191 whole entry, looked up): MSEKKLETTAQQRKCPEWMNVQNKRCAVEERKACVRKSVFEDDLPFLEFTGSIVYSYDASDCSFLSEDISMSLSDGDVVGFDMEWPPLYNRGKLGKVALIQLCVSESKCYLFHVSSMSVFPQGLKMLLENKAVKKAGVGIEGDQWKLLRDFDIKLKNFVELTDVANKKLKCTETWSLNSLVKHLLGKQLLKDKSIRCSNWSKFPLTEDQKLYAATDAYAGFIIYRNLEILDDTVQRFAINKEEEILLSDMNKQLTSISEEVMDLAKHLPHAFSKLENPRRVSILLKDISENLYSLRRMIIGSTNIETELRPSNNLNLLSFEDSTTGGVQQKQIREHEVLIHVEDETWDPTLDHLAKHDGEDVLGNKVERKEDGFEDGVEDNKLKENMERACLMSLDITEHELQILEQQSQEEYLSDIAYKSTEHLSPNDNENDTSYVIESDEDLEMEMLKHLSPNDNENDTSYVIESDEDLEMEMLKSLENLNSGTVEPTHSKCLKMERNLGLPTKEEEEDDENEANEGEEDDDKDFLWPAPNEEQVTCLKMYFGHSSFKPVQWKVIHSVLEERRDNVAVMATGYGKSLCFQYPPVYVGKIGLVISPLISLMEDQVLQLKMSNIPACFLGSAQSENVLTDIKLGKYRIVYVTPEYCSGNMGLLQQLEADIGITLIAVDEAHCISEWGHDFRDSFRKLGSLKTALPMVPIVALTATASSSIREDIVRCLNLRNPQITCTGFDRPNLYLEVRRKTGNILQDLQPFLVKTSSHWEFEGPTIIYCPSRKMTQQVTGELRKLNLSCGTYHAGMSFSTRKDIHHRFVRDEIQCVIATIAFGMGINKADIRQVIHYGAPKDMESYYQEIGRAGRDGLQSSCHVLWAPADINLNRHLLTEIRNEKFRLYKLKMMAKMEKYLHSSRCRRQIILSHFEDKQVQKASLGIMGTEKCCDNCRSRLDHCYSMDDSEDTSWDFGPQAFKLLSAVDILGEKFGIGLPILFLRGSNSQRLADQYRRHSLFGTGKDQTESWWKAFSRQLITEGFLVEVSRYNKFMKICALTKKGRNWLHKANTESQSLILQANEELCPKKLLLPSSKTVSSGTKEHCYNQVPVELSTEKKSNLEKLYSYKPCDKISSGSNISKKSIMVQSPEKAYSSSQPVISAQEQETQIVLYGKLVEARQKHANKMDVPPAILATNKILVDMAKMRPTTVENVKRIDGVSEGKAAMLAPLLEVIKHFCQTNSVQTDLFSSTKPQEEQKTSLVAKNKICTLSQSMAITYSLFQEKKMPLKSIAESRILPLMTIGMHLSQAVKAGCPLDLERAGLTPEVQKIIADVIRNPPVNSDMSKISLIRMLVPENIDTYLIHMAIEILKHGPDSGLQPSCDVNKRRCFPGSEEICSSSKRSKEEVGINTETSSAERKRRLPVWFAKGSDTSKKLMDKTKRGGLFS
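WRN at 20 nM final preincubated with compound 15 min at room temperature; reaction started with 100 nM fluorophore/quencher forked duplex oligonucleotide and 2 mM ATP final. Unwinding followed kinetically by red fluorescence (ex 525, em 598 nm).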
EPAC1 antag = antagonists of human EPAC1. 0.14% of 360,000 active. EPAC1 GEF assay, Rap1b-BODIPY-GDP exchange fluorescence. Potency, µM (titrated, usually from 115 µM), for the others: at the highest dose activity change, negative = inhibition, hits mostly inhibitors. O95398;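 further: potency means the concentration at half of the fitted maximal effect; plate controls were vehicle for no effect and positive control for full effect; nearly all actives have a fitted effect of over 50% in size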
PLK1 PBD block = blocks phosphopeptide binding to human PLK1 polo-box domain; 2.8% of 360,000 active; Plk1 PBD binding of FITC phosphopeptide, fluorescence polarization; AID 720504; Potency, µM, without a hit: max response, negative = inhibition, usual class: inhibitors; further: potency means the concentration at half of the fitted maximal effect; series mostly up to about 57 µM; on the % scale 0 is the no-effect control and ±100 the full control effect; nearly all actives have a fitted effect of over 65% in size
EPAC2 agonist = EPAC2 (human) agonism | 0.079% of 360,000 active | Q8WZA2 | EPAC2 activation, biochemical qHTS; response scale: 100% = 6.5 mM cAMP response | Potency, µM (highest dose often 154 µM), inactives show top-dose activation, most hits filed as activators; further: potency means the concentration at half of the fitted maximal effect; nearly all actives have a fitted effect of over 50% in size
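Each well held 100 nM EPAC2, 250 nM RAP1B-BODIPY-GDP and 50 uM GDP. Fluorescence, read at 5-min intervals to 30 min, was referenced to a 6.5 mM cAMP positive control.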
PI5P4K alpha inh = inhibitors of human PI5P4K alpha. P48426. PI5P4Kalpha enzyme, ADP-Glo luminescence, 60 min; stronger effect = lower value. max response, %. 1.2% of 330,000 active. AID 652105; active means max response of -50% or lower; inconclusive means between -30% and -50%; inactive means -30% or higher; further: value at the top dose of about 77 µM; on the % scale 0 is the no-effect control and ±100 the full control effect
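Luminescence from ADP-Glo served as readout of PI5P4Kalpha activity in a qHTS format. Reaction: enzyme, substrate, compound, ATP at 5 microM final, 60 min at RT.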
EPAC1 agonist = agonists of human EPAC1. O95398. EPAC1 agonist qHTS, biochemical assay; response scale: 100% = response to 6.5 mM cAMP. Potency, µM (top dose mostly 154 µM), for inactives: at the top dose activation, actives largely listed as activators. 0.073% of 360,000 active. AID 720707; further: potency means the concentration at half of the fitted maximal effect; nearly all actives have a fitted effect of over 60% in size
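Nucleotide exchange assay: 100 nM EPAC1 with 250 nM Rap1B loaded with BODIPY-GDP and 50 uM GDP, room temperature. Fluorescence (480/540 nm) read every 5 min for 30 min; signal change normalized to 6.5 mM cAMP as full agonist.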
CCT chaperon mod = modulators of cytosolic chaperonin (CCT/TRiC) activity; activity change, % (test concentration not listed), hits read low; AID 651819; purified chaperonin ATPase assay, HTRF ADP detection, 30 min; 0.3% of 360,000 active; in the data active means activity change below about -30%; further: on the % scale 0 is the no-effect control and ±100 the full control effect
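TRiC (40 or 20 nM final, by batch activity) in 30 mM Tris pH 7.4, 100 mM KCl, 5 mM MgCl2, 1 mM DTT was treated with compound at 76 uM single dose, then 10 uM ATP, 30 min at 37 °C. ADP was read by HTRF Transcreener.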
IL2 activator = IL-2 activation. IL-2 activation reporter assay, cell-based qHTS; stimulated with anti-CD3/CD4/CD28 beads; in transgenic mouse T cells. activation, % (series mostly up to about 46 µM). 0.065% of 360,000 active. AID 652025; in the data active means activation above about 50%; inconclusive means mostly about 30% to 49%; further: 0% is about no effect
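First, unstimulated transgenic mouse T cells were exposed to compound for 60 min. Next, anti-CD3/anti-CD4-coated beads with anti-CD28 were added. Finally, after 18 h at 37 degrees C, EGFP and DsRed were imaged.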
Active calls of the source: *; ? = inconclusive; . = not tested or not shown; [ ] = remark or other dose. Unless noted, the call rests on the fitted dose curve; in most records, active means well fitted curve in the direction sought with a large enough effect; inconclusive means small, poorly fitted or top-dose-only effect, or another doubt; inactive means no such curve, though single readings can be large; an effect the other way counts as inactive or inconclusive.

SMILES	WRN helicase inh	EPAC1 antag	PLK1 PBD block	EPAC2 agonist	PI5P4K alpha inh	EPAC1 agonist	CCT chaperon mod	IL2 activator
CC(C)(C)NC(=O)COC(=O)c1ccccc1C(=O)c1ccccc1	1%	-12%	3%	6%	2	0%	1.8	0.1
NS(=O)(=O)c1ccc(CCNC(=O)C2CCN(S(=O)(=O)c3cnc[nH]3)CC2)cc1	-5%	1%	?	-2%	.	7%	-0.2	4.4
CC(C)(C)C(=O)NC(n1cnc2c(N3CCOCC3)ncnc21)C(Cl)(Cl)Cl (stereo not drawn)	-4%	1%	-3%	5%	1	5%	-2.1	0.6
Cc1cc(Nc2ccccc2O)c2ccccc2n1	-3%	4%	-2%	2%	4	9%	-1.1	1.8
COc1cc2c(cc1N/C=C(\C#N)c1nc(-c3ccccc3)cs1)oc1ccccc12	0%	14%	-4%	-1%	-7	4%	-0.1	2.5
O=C(CN1C(=O)NC2(CCCC2)C1=O)Nc1cc(Cl)ccc1N1CCOCC1	14%	10%	-1%	-4%	4	-2%	-0.5	-1.0
N#CCCn1cc(C=C(C#N)C#N)c(-c2ccc(Cl)cc2)n1	-4%	-27%	0%	13%	-8	5%	-4.3	-0.3
CCOC(=O)C1=C(CC)OC(N)=C(C#N)C1c1cccs1 (stereo not drawn)	-6%	-24%	-10%	-21%	.	4%	-1.3	1.0
Cc1cc(C)nc(NC2=NCC(=O)N2c2ccccc2Br)n1	-4%	-5%	-5%	13%	0	0%	-1.9	-1.6
O=[N+]([O-])c1cccc2cnccc12	-6%	-18%	-11%	3%	-1	0%	-0.8	1.7
CC1(C)Cc2ccccc2C(NNC(=O)c2ccccc2)=N1	7%	-2%	-1%	6%	-5	1%	-0.1	0.7
COC(=O)[C@]12CCCCC=C1N(CCC1=CCCCC1)C(=O)[C@H](CC(=O)NCCCN1CCCC1=O)C2	-1%	7%	-2%	-2%	2	-11%	-7.0	-0.8
CC(C)CCn1c(=O)[nH]c2ccccc21	-24%	9%	-2%	2%	-1	-1%	0.0	-0.6
COc1cccc(/C=N/NC(=O)c2c(-c3ccccc3)noc2C)c1OC	-21%	9%	0%	-3%	1	2%	-3.0	-4.1
COc1ccc2c(CN3CCCC3)cc(=O)oc2c1	-9%	-7%	-6%	12%	9	10%	-1.5	0.7
COCOc1cccc(CN2CCC2(C)C(=O)Nc2ccc(C)cc2)c1 (stereo not drawn)	-6%	11%	4%	13%	-1	6%	-0.5	-0.7
COc1ccc([C@H]2CC(=O)C=C(c3ccc(SC)cc3)C2)cc1OC	1%	-22%	2%	10%	-2	-11%	0.7	-3.8
Cc1c(C2=CCN(S(=O)(=O)c3ccc(Br)cc3)CC2)c2ccccc2n1C	?	-1%	-4%	-9%	9	11%	0.4	0.8
COC(=O)[C@H]1C[C@@]2(O)CN(S(=O)(=O)c3ccc(C)cc3)C[C@@]2(OC(=O)Nc2c(C)noc2C)C[C@H]1C(=O)OC	-15%	10%	-9%	7%	4	0%	1.7	-1.9
Cc1onc(-c2c(Cl)cccc2Cl)c1C(=O)NCc1ccco1	-4%	6%	-12%	-3%	0	-2%	-0.3	-3.2
COc1ccc(-c2cc(C(F)(F)F)n3ncc(C(=O)O)c3n2)cc1OC	-24%	2%	3%	-83%[inhibitor][15.6 µM]	1	1%	-4.6	-0.6
CC(C)Oc1ccc(CNC(=O)CC(c2ccccc2)c2cc(Cl)ccc2O)cc1 (stereo not drawn)	-19%	-27%	-3%	-3%	.	11%	1.1	-1.2
CC(Sc1nc(O)c(-c2ccccc2)c(=O)[nH]1)C(=O)Nc1ccc(Cl)cc1 (stereo not drawn)	-12%	-2%	-9%	-2%	-13	7%	0.5	0.3
CCN(CC)C(=O)Cn1c(C)c(/C=C/c2cc[n+](C)cc2)c2ccccc21	-7%	5%	79%[activator]	?	3	18%	-1.0	115*
COc1ccc(/C=C/C(=O)O)cc1S(=O)(=O)N1CCCC1	-28%	-2%	-7%	1%	-27	12%	-0.9	0.2
c1nnn(C23CC4CC(CC(C4)C2)C3)n1	-1%	3%	5%	-4%	.	7%	0.0	-1.9
CCCNC(=O)c1n[nH]c(=O)c2ccccc12	15%	7%	-7%	-1%	-16	-2%	-7.9	0.2
Cc1cc(NC(=O)CCC(=O)N(c2ccccc2F)C(C(=O)NC2CCCC2)c2ccccc2)no1 (stereo not drawn)	2%	-1%	1%	-5%	-2	-3%	0.5	0.8
CCCC(=O)NC(=S)Nc1sc2c(c1C(N)=O)CCC2	1%	11%	?	4%	?	-8%	0.9	-1.6
CCOC(=O)C1(C)CCCN1C(=O)c1csnn1 (stereo not drawn)	2%	6%	-2%	4%	-6	3%	1.7	-0.1
O=C(Cc1ccccc1)NC1CCS(=O)(=O)C1 (stereo not drawn)	-2%	1%	0%	3%	-6	2%	-3.8	0.4
O=C(CSc1nnc(-c2ccco2)c(-c2ccco2)n1)c1ccccc1	?	?	17µM*	12%	?	18%	-0.3	-1.0
COc1ccccc1NS(=O)(=O)c1cc(NC(=O)C(C)NC(N)=O)ccc1N1CCCC1 (stereo not drawn)	-3%	-15%	13µM*	11%	-23	4%	-0.9	0.9
COc1cc(OC)cc(C(=O)Nc2cccc3c2CCCC3)c1	10%	-7%	-6%	2%	7	8%	-2.4	0.9
Cc1ccc(NCC(=O)Nc2cccc(S(=O)(=O)N(C)C)c2)c(Cl)c1	-9%	?	-4%	11%	-2	-1%	0.2	-2.8
Cc1cccc(NC(=O)CSc2nnc(-c3cnccn3)n2Cc2ccco2)c1	-15%	1%	-15%	9%	-3	3%	1.8	-1.5

The final 4 records of the part before come first, to join the parts.
SMILES	WRN helicase inh	EPAC1 antag	PLK1 PBD block	EPAC2 agonist	PI5P4K alpha inh	EPAC1 agonist	CCT chaperon mod	IL2 activator
COc1ccccc1NS(=O)(=O)c1cc(NC(=O)C(C)NC(N)=O)ccc1N1CCCC1 (stereo not drawn)	-3%	-15%	13µM*	11%	-23	4%	-0.9	0.9
COc1cc(OC)cc(C(=O)Nc2cccc3c2CCCC3)c1	10%	-7%	-6%	2%	7	8%	-2.4	0.9
Cc1ccc(NCC(=O)Nc2cccc(S(=O)(=O)N(C)C)c2)c(Cl)c1	-9%	?	-4%	11%	-2	-1%	0.2	-2.8
Cc1cccc(NC(=O)CSc2nnc(-c3cnccn3)n2Cc2ccco2)c1	-15%	1%	-15%	9%	-3	3%	1.8	-1.5
Nc1nc2c(ncn2[C@@H]2O[C@H](CNCc3ccc(F)c(N4CCOCC4)c3)[C@@H](O)[C@H]2O)c(=O)[nH]1	-4%	2%	1%	3%	-2	1%	1.2	0.1
CC1=CC(C)(C)NC(=S)N1c1ccc(C)cc1C	2%	32%[activator]	-17%	8%	5	4%	-3.7	-2.5
CC1(C)CC2(OC2c2ccccc2)C(=O)c2ccccc21 (stereo not drawn)	-8%	2%	-11%	10%	12	0%	-1.5	-4.6
CCc1nc(N[C@H](C(=O)O)C(C)CC)c2oc3ccccc3c2n1 (stereo partly drawn)	-1%	3%	-6%	-14%	-9	0%	0.7	-0.4
O=C(O)Cc1sc(Nc2ccccc2)nc1-c1ccc(Cl)cc1	-28%	-12%	21µM*	7%	-9	4%	-5.7	1.6
O=C(OCc1cc(=O)n2ccsc2n1)c1ccc(OC(F)F)cc1	4%	-7%	-9%	-3%	-14	-4%	-1.0	2.9
CC(C)n1ncc2c(C(=O)NCC(=O)Nc3ccccc3Br)cc(C3CC3)nc21	-2%	4%	4%	7%	1	-2%	1.8	0.7
CN(C)c1cccc(CNC(=O)c2ccc3nc([C@@H]4O[C@H](CO)[C@H](O)[C@H](O)[C@H]4O)[nH]c3c2)c1	2%	9%	0%	5%	8	-9%	0.6	2.5
COC(=O)c1ccc(C(=O)OC)c(NC(=O)Nc2ccc3c(c2)OCO3)c1	5%	16%	1%	-4%	-2	1%	-0.9	-2.5
CCC1CCCCN1CCCNC(=O)c1csc2c1CCCCC2 (stereo not drawn)	0%	?	3%	-1%	1	14%	-3.6	-0.4
O=C1c2ccccc2-c2cccc(NS(=O)(=O)c3ccc(C(F)(F)F)cc3)c21	0%	14%	14%	4%	.	15%	1.4	5.7
O=C(N/N=C/c1cc([N+](=O)[O-])cc([N+](=O)[O-])c1O)C(O)(c1ccccc1)c1ccccc1	-15%	-25%	-20%	-3%	?	10%	-2.5	-0.2
CC(=O)c1sc(-c2ccc(F)cc2)cc1NS(=O)(=O)c1ccccc1	8%	-6%	-2%	0%	-1	1%	1.1	-1.3
CCCCN(C)C(=O)CCCc1c[nH]c2ccccc12	-5%	-11%	-10%	0%	2	4%	-6.9	0.4
COc1ccc(NC(=O)C2c3ccccc3OCC(=O)N2CC(F)(F)F)cc1 (stereo not drawn)	3%	-18%	-23%	13%	0	6%	-0.3	-0.6
c1nc(NCC2(N3CCOCC3)CCCCC2)c2ccsc2n1	6%	4%	-8%	-3%	-1	-4%	-3.7	-5.1
Cc1ccc(N(CC(=O)NC2CCCCC2)C(=O)CNC(=O)c2ccco2)c(C)c1	11%	1%	-8%	4%	-7	-5%	0.9	0.5
COc1cc(Br)c(C(=O)c2nccc3cc(OC)c(OC)cc23)cc1OC	-12%[11.6 µM]	-5%	6µM*	3%	-7	9%	1.8	-0.1
CCOC(=O)c1c(-c2cc(OC)c(OC)c(OC)c2)csc1NC(=O)c1ccccc1	-13%	-6%	-5%	4%	10	10%	0.9	-1.5
CCOc1ccc(NC(=O)C(=O)N/N=C\c2ccc(CNS(=O)(=O)c3ccccc3)o2)cc1	3%	-2%	-1%	-5%	-11	-10%	0.1	-1.0
Cn1cnnc1SCC(=O)Nc1ccc(S(N)(=O)=O)cc1	5%	-10%	2%	7%	0	1%	0.5	-0.9
COc1cccc(NC(=O)C2CCCN(c3ncnc4c3nc3n4CCCCC3)C2)c1 (stereo not drawn)	-11%	-10%	-13%	-4%	2	0%	-0.9	-0.5
Cc1nn(Cc2ccc(Br)cc2)c(C)c1NC(=O)c1nn(C)cc1Cl	0%	-5%	-7%	11%	-1	10%	0.6	0.7
COc1cc2c(cc1OC)CN(C(=O)CCNC(=O)c1ccc(Br)cc1)CC2	-1%	13%	-2%	-1%	11	-8%	-1.8	0.0
O=C(C1CCN(Cc2nc(-c3ccc(Cl)cc3)no2)CC1)N1CCOCC1	0%	-7%	-2%	7%	5	8%	-1.1	-2.5

Only part of the results is shown; count on the stated rates, not on these rows.
